PI5P4Ka inh = inhibitors of human PI5P4K alpha; AID 652105; PI5P4Kalpha enzyme, ADP-Glo luminescence, 60 min; hits give low values; P48426; hit rate 1.2% among 330,000; max response, %; active means max response of -50% or lower; inconclusive means between -30% and -50%; inactive means -30% or higher; further: value at the top dose of about 77 µM; on the % scale 0 is the no-effect control and ±100 the full control effect
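Reactions run in 0.038 M HEPES pH 7.4, 0.28 mM EGTA, 0.1% CHAPS and 5% DMSO, with PI5P4Kalpha, substrate, compound and 5 microM ATP final, one hour at room temperature. Readout is ADP-Glo luminescence.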
IL2 activator = activates IL-2 in a cell-based reporter assay | activation, % (series mostly up to about 46 µM) | AID 652025 | hit rate 0.065% among 360,000 | IL-2 activation reporter assay, cell-based qHTS; stimulated with anti-CD3/CD4/CD28 beads; in transgenic mouse T cells; in the data active means activation above about 50%; inconclusive means mostly about 30% to 49%; further: 0% is about no effect
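Readout is EGFP and DsRed signal by fluorescent plate cytometry after 18 h at 37 degrees C. Transgenic mouse T cells (750/well) received compound for 60 min before bead stimulation (anti-CD3, anti-CD4, anti-CD28); memory T cells served as non-tolerant control.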
CCT modulator = cytosolic chaperonin activity modulation | hit rate 0.3% among 360,000 | activity change, % (test concentration not listed), hits read low | AID 651819 | purified chaperonin ATPase assay, HTRF ADP detection, 30 min; in the data active means activity change below about -30%; further: on the % scale 0 is the no-effect control and ±100 the full control effect
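First, chaperonin was dispensed at 40 nM or 20 nM final depending on batch activity. Next, compounds were pinned at 76 uM and ATP added at 10 uM. After 30 min at 37 °C, ADP detection reagents ran 30 min at ambient temperature.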
EPAC1 antagonist = antagonists of human EPAC1 | hit rate 0.14% among 360,000 | O95398 | Potency, µM (titrated, usually from 115 µM), for the others: at the top dose activity change, negative = inhibition, most hits filed as inhibitors | EPAC1 GEF assay, Rap1b-BODIPY-GDP exchange fluorescence;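 further: potency means the concentration at half of the fitted maximal effect; plate controls were vehicle for no effect and positive control for full effect; nearly all actives have a fitted effect of over 50% in size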
WRN helicase inh = WRN helicase (human) inhibition; Q14191; WRN helicase unwinding, fluorescent forked duplex, kinetic; Potency, µM (top dose mostly 114 µM), inactives show at the highest dose activity change, negative = inhibition, usual class: inhibitors; hit rate 0.46% among 360,000; further: potency means the concentration at half of the fitted maximal effect; on the % scale 0 is the no-effect control and ±100 the full control effect; nearly all actives have a fitted effect of over 55% in size
Target sequence (Q14191 whole entry, looked up): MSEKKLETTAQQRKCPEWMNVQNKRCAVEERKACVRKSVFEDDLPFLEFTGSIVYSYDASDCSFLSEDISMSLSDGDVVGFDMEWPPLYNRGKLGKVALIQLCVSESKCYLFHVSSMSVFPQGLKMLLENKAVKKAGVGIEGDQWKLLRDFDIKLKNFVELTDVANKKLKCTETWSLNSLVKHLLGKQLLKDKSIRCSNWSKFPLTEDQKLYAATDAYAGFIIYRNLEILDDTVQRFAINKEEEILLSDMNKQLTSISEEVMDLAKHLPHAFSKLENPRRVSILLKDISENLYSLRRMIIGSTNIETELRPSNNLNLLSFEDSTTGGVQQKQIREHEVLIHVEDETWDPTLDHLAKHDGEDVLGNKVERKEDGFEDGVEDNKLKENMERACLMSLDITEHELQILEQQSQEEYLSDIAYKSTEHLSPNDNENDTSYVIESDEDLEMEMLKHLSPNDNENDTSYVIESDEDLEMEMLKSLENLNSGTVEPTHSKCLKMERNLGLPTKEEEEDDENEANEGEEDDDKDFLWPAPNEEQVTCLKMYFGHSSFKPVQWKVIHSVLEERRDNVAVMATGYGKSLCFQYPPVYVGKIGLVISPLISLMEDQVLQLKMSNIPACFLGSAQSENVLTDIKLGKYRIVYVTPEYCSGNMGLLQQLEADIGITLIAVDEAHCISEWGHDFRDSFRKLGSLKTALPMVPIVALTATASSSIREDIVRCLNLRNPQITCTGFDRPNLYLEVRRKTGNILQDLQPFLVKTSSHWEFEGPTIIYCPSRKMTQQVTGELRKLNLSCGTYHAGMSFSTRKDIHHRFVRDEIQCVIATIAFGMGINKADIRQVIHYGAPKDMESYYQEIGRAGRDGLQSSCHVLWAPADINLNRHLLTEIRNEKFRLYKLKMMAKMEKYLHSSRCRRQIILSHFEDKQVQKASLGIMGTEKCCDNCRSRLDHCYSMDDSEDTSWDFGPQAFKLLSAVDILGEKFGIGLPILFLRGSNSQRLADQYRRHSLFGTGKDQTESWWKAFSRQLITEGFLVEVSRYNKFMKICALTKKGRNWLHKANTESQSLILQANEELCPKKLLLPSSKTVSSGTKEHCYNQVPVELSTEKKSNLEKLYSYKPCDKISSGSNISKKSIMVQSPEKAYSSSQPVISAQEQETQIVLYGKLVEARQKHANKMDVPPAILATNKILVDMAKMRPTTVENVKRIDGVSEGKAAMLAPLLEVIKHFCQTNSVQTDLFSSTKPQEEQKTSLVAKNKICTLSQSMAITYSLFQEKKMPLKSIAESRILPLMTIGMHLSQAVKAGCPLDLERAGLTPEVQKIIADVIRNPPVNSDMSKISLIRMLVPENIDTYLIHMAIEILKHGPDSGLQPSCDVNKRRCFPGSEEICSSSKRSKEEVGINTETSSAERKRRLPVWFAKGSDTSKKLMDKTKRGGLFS
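Fluorescence dequenching readout, ex 525 nm/em 598 nm, kinetic mode: forked duplex DNA (100 nM final) with adjacent fluorophore and quencher unwound by WRN (20 nM final) with 2 mM ATP. Compound preincubation 15 min, room temperature.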
EPAC1 ag = activates human EPAC1 exchange factor. O95398. EPAC1 agonist qHTS, biochemical assay; response scale: 100% = response to 6.5 mM cAMP. Potency, µM (series often up to 154 µM), without a hit: top-dose activation, usual class: activators. hit rate 0.073% among 360,000. AID 720707; further: potency means the concentration at half of the fitted maximal effect; nearly all actives have a fitted effect of over 60% in size
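Compounds were pinned as a concentration titration into mixtures of EPAC1 (100 nM), BODIPY-GDP-loaded Rap1B (250 nM) and GDP (50 uM). After 5 min at room temperature, fluorescence was followed for 30 min; activity was scaled to 6.5 mM cAMP.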
PLK1 PBD block = inhibitors of human PLK1 polo-box domain binding. P53350. Plk1 PBD binding of FITC phosphopeptide, fluorescence polarization. Potency, µM, for inactives: max response, negative = inhibition, actives largely listed as inhibitors. hit rate 2.8% among 360,000. AID 720504; further: potency means the concentration at half of the fitted maximal effect; series mostly up to about 57 µM; on the % scale 0 is the no-effect control and ±100 the full control effect; nearly all actives have a fitted effect of over 65% in size
EPAC2 ag = activates human EPAC2 exchange factor | EPAC2 activation, biochemical qHTS; response scale: 100% = 6.5 mM cAMP response | hit rate 0.079% among 360,000 | Potency, µM (series often up to 154 µM), inactives show top-dose activation, usual class: activators | AID 720711; further: potency means the concentration at half of the fitted maximal effect; nearly all actives have a fitted effect of over 50% in size
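Setup: EPAC2 100 nM, labeled Rap1B complex 250 nM, free GDP 50 uM. Compound titrations pinned in, brief spin, 5 min room temperature incubation. Kinetic fluorescence read over 30 min, normalized to 6.5 mM cAMP.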
An asterisk follows results filed as active; ? = inconclusive; . = not tested or not shown; [ ] = dose if it differs, or a comment. Unless noted, the call rests on the fitted dose curve; in most records, active means well fitted curve in the direction sought with a large enough effect; inconclusive means small, poorly fitted or top-dose-only effect, or another doubt; inactive means no such curve, though single readings can be large; an effect the other way counts as inactive or inconclusive. This is a subset; count on the stated rates, not on these rows.

SMILES | PI5P4Ka inh | IL2 activator | CCT modulator | EPAC1 antagonist | WRN helicase inh | EPAC1 ag | PLK1 PBD block | EPAC2 ag
COC(=O)C[C@@H]1C=C[C@@H](NC(=O)c2ccccc2F)[C@@H](CO)O1 | -1 | 0.7 | . | -22% | -3% | 7% | -6% | 1%
Cc1cccc([C@@H]2[C@@H]3C(=O)N(Cc4ccccc4)C(=O)[C@@H]3[C@]3(Cc4ccccc4)C(=O)N(c4cccc(Cl)c4)C(=O)N23)c1 | 4 | 0.8 | -3.3 | -10% | 2% | -10% | 3% | 4%
O=c1c2ccccc2[nH]c(=S)n1CCN1CCCC1 | -1 | 2.7 | -2.8 | -8% | 2% | 0% | -7% | 6%
O=C(O)CSc1c(Cl)c(=O)oc2ccc(Cl)cc12 | 0 | -2.3 | -1.1 | -13% | ? | 5% | -13% | -2%
N#Cc1ccccc1NS(=O)(=O)c1cc2c3c(c1)CCC(=O)N3CCC2 | -7 | 1.1 | 2.3 | -3% | -11% | -6% | 0% | -7%
COc1ccc(C2(C(=O)N3CCCC3)CCOCC2)cc1OC | . | 0.9 | 3.6 | 8% | -6% | 8% | -5% | 2%
CCOc1ccc(Br)cc1CN(CC)CC | -1 | -0.7 | 0.6 | 29% | 0% | 9% | 1% | 0%
CNc1oc(/C=C/c2cccc(OC)c2)nc1C#N | 0 | 1.3 | -2.7 | -12% | -1% | 0% | -10% | 1%
COCCN(C(=S)Nc1ccc(OC)c(Cl)c1)C1CCN(C(C)C)CC1 | -4 | -0.5 | -1.0 | 3% | -3% | 12% | 13µM* | 9%
N#Cc1ccc(C(=O)OCC(=O)Nc2cccnc2Cl)cc1 | 3 | -0.4 | -6.6 | -5% | 4% | 3% | -1% | 7%
CCOC(=O)C1(C(F)(F)F)N=C(C(F)(F)F)Nc2ccccc21 (stereo not given) | . | 4.0 | -3.2 | -6% | -11% | 12% | -7% | 6%
FC(F)Oc1ccc(-n2cc(-c3ccccc3)[n+]3c2CCCCC3)cc1 | 0 | -2.5 | -1.3 | -27% | -10% | -5% | -13% | 8%
O=[N+]([O-])c1ccc(/C=N/NC(=S)Nc2ccc(Cl)cc2Cl)s1 | -17 | -0.7 | -2.4 | 0% | -18% | 4% | -9% | 6%
COc1ccc(N2CCN(C(=O)C3CCN(S(=O)(=O)c4ccccc4)CC3)CC2)cc1 | 1 | 0.6 | -3.3 | -2% | 6% | 1% | -4% | -1%
COc1cc(/C=N/NC(=O)c2nnn(-c3nonc3N)c2-c2cccs2)ccc1O | 5 | 0.1 | -0.8 | -27% | -7% | -13% | -9% | 7%
O=C(CSc1nnc(-c2ccccc2)o1)OCc1ccccc1 | -2 | -0.4 | 1.2 | -1% | -7% | 7% | -4% | 12%
Cn1cc(-c2csc(C(C)(O)c3cccc(F)c3)n2)cn1 (stereo not given) | -4 | 2.1 | -2.0 | -20% | -1% | -14% | -12% | 14%
O=C(NCC1CCCO1)C1c2ccccc2Oc2ccccc21 (stereo not given) | -7 | -3.0 | 0.6 | -6% | 16% | -12% | -9% | -2%
COc1ccc([N+](=O)[O-])cc1N/C(=N/S(=O)(=O)c1ccccc1)c1ccccc1 | 0 | -1.2 | 1.3 | ? | ? | 16% | -9% | 23%
CCN1CCN(S(=O)(=O)Cc2ccccc2)CC1 | . | 1.6 | 2.3 | -14% | -4% | 6% | -5% | -3%
Cc1cccc(N2C(=O)C(Cl)=C(N3CCOCC3)C2=O)c1 | 4 | 0.7 | -1.1 | 13% | -22% | -6% | -13% | 3%
O=S(=O)(NCCC1=CCCCC1)c1cccc(Br)c1 | 6 | -0.8 | 5.3 | -14% | -10% | ? | -5% | 1%
COc1cc(CNC(=O)Nc2nc(C(N)Cc3ccc(Cl)cc3)cs2)cc(OC)c1OC (stereo not given) | 14 | -1.0 | -0.3 | -8% | 1% | 4% | 2% | 0%
Cc1nonc1NC(=O)Nc1cccnc1 | . | 0.0 | 1.5 | 1% | -1% | -4% | 3% | 1%
Cc1cc(CN2CCN(CC(=O)Nc3cc(C(F)(F)F)ccc3-n3cncn3)CC2)no1 | 3 | -4.1 | -2.8 | 6% | 6% | 4% | 2% | 1%
COCc1cc(=O)[nH]c(SCC(=O)N2CCOCC2)n1 | -1 | -1.7 | -1.6 | -6% | 9% | -2% | 0% | 16%
Cc1nc(=O)c(-c2ccccc2)c(C)n1-c1ccc(Br)cc1 | -4 | 0.6 | 0.9 | -12% | 1% | -7% | -2% | 0%
Cc1cc(C)cc(OCC(=O)NN2Cc3ccccc3C2=N)c1 | 3 | 0.2 | 0.0 | -2% | -3% | -9% | -6% | 12%
Cn1nc(C(F)(F)F)c(-c2ccccc2)c1N | 0 | 0.4 | -2.6 | -1% | 1% | 0% | -6% | 8%
Cn1c(CCc2nc3ccccc3[nH]2)n[nH]c1=S | -10 | 0.0 | 1.5 | 0% | 4% | 8% | -20% | 10%
C/C(=C\c1cc(C(=O)O)c(C)o1)CO | 4 | 0.7 | -2.0 | -1% | 2% | 4% | -10% | 5%
Cc1ccc(C(=O)OCc2nnc(-c3ccccc3)o2)o1 | -11 | -1.8 | -1.0 | 2% | -4% | -1% | ? | 6%
O=C(COC(=O)c1cc(S(=O)(=O)N2CCOCC2)ccc1F)Nc1ccccc1C(F)(F)F | 3 | -2.4 | -4.5 | 15% | -2% | -2% | 4% | -6%
O=C(c1ccc(-c2ccccc2)cc1)N1CCCC1 | -2 | -1.5 | -5.8 | -13% | 1%[57.1 µM] | 8% | 0% | 3%
O=c1c2ccccc2cnn1Cc1n[nH]c(=S)n1C1CC2CCC1C2 (stereo not given) | -8 | -0.1 | -1.0 | -19% | -31% | 4% | -15% | 14%
O=c1/c(=C\c2cccc(O)c2)sc2nc(-c3ccccc3)c(-c3ccccc3)n12 | 0 | -0.7 | 0.3 | 8% | -4% | -1% | -1% | 3%
O=C(CSCc1ccccc1Br)N/N=C/c1ccccc1C(=O)O | 3 | 0.3 | -3.5 | -4% | 7%[57.1 µM] | 0% | -16% | 8%
NC(=O)NCc1ccc(C(=O)OCc2ccncc2)cc1 | -5 | -2.1 | -2.0 | -1% | 4% | -4% | -13% | 6%
Nc1ccc(C(=O)NCCCCCCNC(=O)c2ccc(N)cc2)cc1 | -1 | -0.9 | -2.3 | -4% | 3% | 3% | -5% | 11%
CCOC(=O)C1=CN(CC)S(=O)(=O)NC1c1ccc(C(F)(F)F)cc1 (stereo not given) | 8 | 0.0 | -1.3 | -4% | -8% | -27% | -5% | -4%

Shown in markdown: entries from further up.
| structure | PI5P4Ka inh | IL2 activator | CCT modulator | EPAC1 antagonist | WRN helicase inh | EPAC1 ag | PLK1 PBD block | EPAC2 ag |
| --- | --- | --- | --- | --- | --- | --- | --- | --- |
| COc1cc(CNC(=O)Nc2nc(C(N)Cc3ccc(Cl)cc3)cs2)cc(OC)c1OC (stereo not given) | 14 | -1.0 | -0.3 | -8% | 1% | 4% | 2% | 0% |
| Cc1nonc1NC(=O)Nc1cccnc1 | . | 0.0 | 1.5 | 1% | -1% | -4% | 3% | 1% |
| Cc1cc(CN2CCN(CC(=O)Nc3cc(C(F)(F)F)ccc3-n3cncn3)CC2)no1 | 3 | -4.1 | -2.8 | 6% | 6% | 4% | 2% | 1% |

Following part.
SMILES | PI5P4Ka inh | IL2 activator | CCT modulator | EPAC1 antagonist | WRN helicase inh | EPAC1 ag | PLK1 PBD block | EPAC2 ag
CC[C@H](C)[C@H]1CNC(=O)C(=O)N1CC1CCN(CCCc2ccc(OC)c(OC)c2)CC1 | -4 | -0.2 | 0.9 | -9% | 5% | -10% | -21% | 9%
Cc1cc(NC(=O)C(C)Sc2nnc(NCc3ccco3)s2)no1 (stereo not given) | -14 | 1.5 | -1.7 | 6% | -11% | -9% | -6% | 6%
O=C(O)c1cc(-c2ccc(N3CCOCC3)cc2)nn1-c1ccc(F)cc1F | -2 | -2.1 | -1.9 | 2% | -6% | -3% | -15% | 7%
O=C1OCCOC2CCCc3oc(-c4ccccc4)c1c32 (stereo not given) | -3 | 0.3 | 1.4 | ? | 10% | -12% | -1% | 3%
COC(=O)COc1ccc(S(=O)(=O)N2CCN(c3ccc(F)cc3)CC2)cc1 | . | 0.2 | 2.9 | -2% | -15%[57.1 µM] | 6% | 1% | 12%
CSc1nc(-c2ccccc2)c(-c2ccccc2)[nH]1 | 0 | -1.0 | 0.5 | -20% | 2% | 0% | -4% | -7%
Cc1cc(Br)ccc1NC(=S)Nc1cccc([N+](=O)[O-])c1 | 8 | 0.3 | -1.3 | -3% | -11% | 3% | -18% | 5%
C=CCON/C(CCC)=C1\C(=O)C(C(=O)OC)C(C)(C)CC1=NC (stereo not given) | 0 | -0.4 | -0.9 | -5% | 9%[57.1 µM] | -35%[inhibitor] | -4% | -1%
C=CCn1c(COc2cccc(C)c2)nnc1SCC(=O)NC(=O)NCc1ccco1 | . | -0.2 | -0.1 | 3% | -8%[11.6 µM] | 1% | -12% | 16%
Oc1c(Br)cccc1/C=N/Nc1c(F)c(F)c(F)c(F)c1F | -2 | 0.5 | -5.0 | 9% | 4% | 9% | 0% | -3%
O=C(Nn1cnnc1)c1ccc(Br)s1 | -2 | -2.4 | -1.4 | -2% | -1% | -1% | -2% | 9%
O=C(CN(Cc1ccco1)C(=O)CNS(=O)(=O)c1ccc(F)cc1)NCc1ccco1 | -8 | -2.3 | -1.5 | -12% | -2% | 4% | -13% | 11%
CCOC(=O)N1CCC(NC(=O)c2ccc3c(c2)sc2nc(-c4ccccc4)cn23)CC1 | -2 | -0.6 | -2.5 | -3% | -15% | -10% | 0% | -6%
Cc1cccc(C)c1-n1nnnc1C(c1ccccc1OC(F)(F)F)N1CCN(C/C=C/c2ccccc2)CC1 (stereo not given) | -7 | -0.8 | 0.6 | -8% | -4% | -16% | 3% | 1%
O=C(CCN1C(=O)c2ccccc2C1=O)C1=NN[C@@H]2C(=O)N(c3ccc4c(c3)OCCO4)C(=O)[C@H]12 | -8 | -2.1 | -4.8 | 9% | -7% | -10% | 2% | 2%
CCOc1cc(-c2nnn(CC(=O)N3CCCCC3)n2)ccc1OC | 2 | 0.0 | 0.5 | -4% | 5% | -12% | -1% | 2%
O=C(NCC1CCCO1)c1ccccc1-c1nc(-c2ccc(F)cc2)no1 (stereo not given) | -6 | -0.5 | -2.6 | 3% | -6% | -4% | -2% | -9%
O=C(CCCN1C(=O)c2cccc3cccc(c23)C1=O)Nc1nccs1 | 0 | -3.6 | 1.4 | 13% | 6% | -5% | -14% | -2%
O=C(COC(=O)c1cc2c(s1)CCC2)Nc1ccc(F)cc1 | ? | -2.4 | 0.6 | -22% | ? | -7% | -27% | -10%

Screening results (PubChem)
